H9c2 TAG inh = triacylglycerol accumulation inhibition. H9c2 cells, Nile Red lipid (TAG) fluorescence; cells loaded with 200 µM oleic acid. inhibition, % at 12.5 µM. hit rate 0.66% among 230,000;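 active = pattern-corrected inhibition of lipid staining of at least 50% with the nuclear-stain viability signal not falling by more than 50%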;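 also: 0% = DMSO wells and 100% = triacsin C control wells; some results filed as inactive read as strong as hits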
H9c2 TAG inh DAPI viability = recorded beside H9c2 TAG inh, whose call it bears; DAPI nuclei signal change (viability), lower = more cytotoxic, %;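 whole-well DAPI fluorescence read on a plate reader as a viability signal; minus 50 percent equals half of cells still viable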
* marks the source's active call; other numbers are inactive results. Some of the compounds tested. The share of hits here may be higher or lower than overall.

SMILES | H9c2 TAG inh | H9c2 TAG inh DAPI viability
Cc1nc2c3ccccc3nc(SCC(=O)N3CC(C)CC(C)C3)n2n1 (stereo unspecified) | 7.9 | -1.6
Cc1ccc(OCc2nnc(SCC(=O)Nc3ccc4c(c3)OCCO4)n2Cc2ccco2)cc1 | 23.6 | -7.8
CCn1c2ccccc2c2cc(NS(=O)(=O)c3ccc(C)cc3)ccc21 | 20.9 | -1.7
COCCNC(=O)c1ccc(C2SCC(=O)N2CCc2ccccc2)cc1 (stereo unspecified) | 9.7 | -3.1
CN(CC(=O)Nc1cccc(F)c1)C(=O)Cn1c(=O)cnc2ccccc21 | -1.7 | 0.1
Cn1cc(CN2CCC(n3nccc3NC(=O)CCc3ccccc3)CC2)cn1 | -6.9 | 0.4
COc1ccc(CC(=O)NCc2n[nH]c(=S)n2-c2cccc(Cl)c2)cc1 | 7.8 | 0.0
Cc1ccccc1Oc1nc2ccccc2n2cnnc12 | -10.8 | -7.9
CCCCn1c(N)c(N(Cc2ccccc2OC)C(=O)C(C)Oc2cccc(Cl)c2)c(=O)[nH]c1=O (stereo unspecified) | 3.8 | 4.3
CC12CCC3c4ccc(O)cc4CCC3C1CC(=NO)C2O (stereo unspecified) | 4.9 | 2.5
CC1(C)Cc2c(sc3c2c(=N)n(Cc2ccco2)c(=O)n3CC(=O)Nc2ccc(Cl)cc2)CO1 | 1.1 | 6.7
O=C(c1cccs1)N1CCCC1 | -14.0 | 1.4
CC(C)(C)C(=O)Nc1c(Br)c(C2CC2)nn1-c1ccccc1 | -2.6 | 1.2
O=[N+]([O-])c1ccc(CSc2nnc(-c3cnccn3)o2)cc1 | -13.3 | 18.5
Cc1ccc(NC(=S)N/N=C/c2cccn2Cc2ccccc2F)cc1 | -7.5 | -9.0
Cc1ccc(C)c(CN2CCN(c3ncccn3)CC2)c1 | 15.7 | -6.0
CCSCCOC(=O)C1=C(C)NC(=O)NC1c1cc(OC)ccc1OC (stereo unspecified) | -5.1 | -4.9
CC(C)[C@H](CN1CCC[C@H]1CN1C(N)=NC[C@@H]1Cc1ccccc1)N1C[C@@H](Cc2ccccc2)N(CCc2ccc(Cl)c(Cl)c2)C1=N | -18.4 | 18.8
CCCC(c1c(C)n(C)n(-c2ccccc2)c1=O)c1c(C)n(C)n(-c2ccccc2)c1=O | -10.8 | 5.9
CCc1cc(C(=O)NCC2CCCO2)sc1C (stereo unspecified) | 2.7 | -5.8
CC(=O)N1CCN(CCN=CC2=C(O)CC(c3cccs3)CC2=O)CC1 (stereo unspecified) | -0.4 | -2.3
CN(CC(=O)Nc1ccccc1Cl)C(=O)COC(=O)CN1C(=O)NC2(CCCC2)C1=O | 13.1 | 1.9
O=C(COc1ccc(Cl)cc1)N1CCN(C(=O)c2cccs2)CC1 | -3.3 | -1.2
CCCc1cc(=O)n2[nH]c(C)c(-c3ccccc3)c2n1 | -13.5 | 6.4
OC[C@@H]1CN(Cc2ccncc2)C[C@H](n2cnc3c(N4CCCC4)ncnc32)O1 | -1.1 | 0.5
COc1ccc(C(CC(=O)N2CCCC(C)C2)c2c(OC)cc(OC)c3c(-c4ccccc4)cc(=O)oc23)cc1 (stereo unspecified) | 1.6 | -3.5
CCN1CCN(c2ccc(NC(=O)c3cccc(F)c3)cc2Cl)CC1 | 9.0 | 6.6
CCC(C(=O)OC)n1cnc2scc(-c3ccc(C)cc3)c2c1=O (stereo unspecified) | -2.1 | -2.4
CS(=O)(=O)Nc1ccccc1C(=O)Nc1ccccc1C(=O)N1CCCC1 | 7.2 | -10.5
COC(CNC(=O)c1ccc2c(c1)ncn2-c1ccc(F)c(F)c1)OC | -9.6 | 7.4
O=C(CCN1CCCCC1)c1cccc(Cl)c1 | 0.9 | 7.5
O=[N+]([O-])c1ccc2ccn(C3OCC(O)C(O)C3O)c2c1 (stereo unspecified) | -29.9 | 2.9
O=C(CN1CCN(S(=O)(=O)c2ccc(F)cc2)CC1)Nc1ccccc1F | -20.7 | -8.5
C/C(=N\NC(=O)Cn1ccc(C(F)(F)F)n1)c1ccc(N2CCOCC2)cc1 | -10.9 | 0.9
Cc1nnc(SCCn2c(N3CCCCC3)nc3c2c(=O)n(C)c(=O)n3C)s1 | 3.6 | 3.4
CC1(C)CC(=O)C2=C(C1)OC(N)=C(C#N)[C@@]21C(=O)N(CC(N)=O)c2ccccc21 | -2.5 | -5.3
COc1cc(OC)c(OC)cc1CN1CCC(O)CC1 | -12.3 | -3.9
COc1cccc(C(=O)C(C#N)=C(SC)SC)c1 | 31.8 | -13.2
C#CCOC(=O)c1ccccc1C(=O)O | -0.1 | 3.9
CC(=O)N1C(C)(C)CC(=NOC(=O)c2ccc(C)cc2)CC1(C)C | -10.7 | 17.3
COc1ccc(S(=O)(=O)n2nc(OCc3cccs3)cc2N)cc1 | -6.6 | 1.2
O=C(NCCCN1CCOCC1)c1nn(-c2ccccc2)c(=O)c2ccccc12 | 14.3 | 1.2
Cc1ccc2nc(C)cc(N/N=C/c3ccc(F)cc3)c2c1 | 4.1 | 4.2
CC(C)(CSc1ncccn1)NS(=O)(=O)c1ccccc1 | -9.5 | -9.1
CCCCN(C(=O)C1CC(=O)N(Cc2ccc(C)cc2)C1)c1c(N)n(CCCC)c(=O)[nH]c1=O (stereo unspecified) | -0.9 | 1.4
O=C(Nc1ccc(S(=O)(=O)NC2=NCCCCC2)cc1)c1cc(S(=O)(=O)N2CCOCC2)ccc1F | 2.4 | -4.0
COc1ccc(C(=O)Nc2cccnc2Cl)cc1OC | 0.3 | 5.0
CC(C)C(NC(=O)c1ccc(Cl)cc1Cl)C(=O)N1CCC1 (stereo unspecified) | -14.8 | 9.5
Cc1[nH]n(-c2ccccc2)c(=O)c1CCO | -2.8 | 9.1
Cc1cc(NS(=O)(=O)c2ccc(NC(=O)COc3ccc(C#N)cc3)cc2)nc(C)n1 | -24.0 | 3.6
COc1ccc(C)cc1S(=O)(=O)Nc1ccncc1 | -10.6 | 11.1
CCCCCC1=C(C(=O)OC)C(C(=O)OCC)N(S(=O)(=O)C(F)(F)F)c2ccccc21 (stereo unspecified) | -14.5 | -1.2
O=C(CSc1nc2ncc(Cl)cc2[nH]1)c1ccc2c(c1)OCO2 | 0.6 | -6.5
CC(C)Nc1nc(NC(C)C)nc(Nn2cnnc2)n1 | -2.9 | -0.6
Cc1ccc(C)c(NC(=O)CN(C)C(=O)Cn2c(=O)oc3ccccc32)c1 | 4.4 | 0.6
Cc1cc(OC(F)F)ccc1NC(=S)NC1CCCC1 | -1.3 | 1.3
NS(=O)(=O)c1ccc(CCNC(=O)CN2C(=O)c3ccccc3S2(=O)=O)cc1 | 6.6 | 0.4
OC(c1ccccc1)c1nc(-c2cc3ccccc3o2)cs1 (stereo unspecified) | -8.8 | 4.6
O=C(NNC(=O)c1ccc(Br)o1)c1csc(N2CCOCC2)n1 | -1.6 | -2.7
COC1=C(Br)C(=O)c2ncccc2C1=O | -20.3 | 5.8
Remaining list, next part:
SMILES | H9c2 TAG inh | H9c2 TAG inh DAPI viability
COc1ccc(S(=O)(=O)Nc2c(C)ccc3nsnc23)cc1OC | 4.1 | -4.4
Nc1nccnc1C(=O)OCc1nc2sc3c(c2c(=O)[nH]1)CCCC3 | -13.4 | 5.5
CC(C)(C)NC(=O)C(c1cccs1)N(C(=O)c1csnn1)c1cccc(F)c1 (stereo unspecified) | -3.6 | 6.3
CCOc1cc(C(=O)NC(=S)Nn2cnnc2)cc(OCC)c1OCC | 3.0 | 2.8
O=C(/C=C/c1cc(Br)ccc1F)OCC(=O)N1CCOCC1 | -0.3 | -3.2
CC(C)c1ccccc1NC(=S)N1CCN(S(=O)(=O)c2cccs2)CC1 | 24.1 | -7.0
O=C(O)CCc1nc2ccccc2c(=O)[nH]1 | 0.4 | -3.3
O=C(CN(Cc1ccco1)C(=O)CNS(=O)(=O)c1ccc(F)cc1)NCc1ccc(F)cc1 | -3.0 | -3.4
COc1ccc(NC(=O)c2sc3nc(-c4cccnc4)ccc3c2N)cc1OC | 2.8 | -3.7
Cn1c(=O)oc2cc(S(=O)(=O)N3CCCC(C(=O)Nc4ccccn4)C3)ccc21 (stereo unspecified) | -1.0 | -0.9
Cc1occc1C(=O)Nc1sc2c(c1C(N)=O)CCCCC2 | -5.1 | 6.9
C[C@]12c3[nH]c4cc(-c5ccco5)ccc4c3CCN1C(=O)[C@@H](CC(=O)NCc1cccc(C(F)(F)F)c1)C[C@@H]2C(=O)N1CCOCC1 | 7.9 | 12.5
COc1cc(C(=O)O)c2ccccc2n1 | -7.1 | 10.1
COc1ccccc1CNC(=O)CCCC(=O)n1ncc2cc(C)ccc21 | -0.6 | -0.6
Cc1cc(C(=O)NNC(=O)CN2C(=O)NC(C)(c3ccccc3)C2=O)c(C)o1 (stereo unspecified) | 9.4 | -8.9
CSCC[C@H](NC(=O)Nc1ccccc1C)C(=O)O | -4.8 | -3.1
Cc1ccc(CNC(=O)Cn2c(=O)oc3ccccc32)o1 | -17.4 | 7.0
CCCCCn1nc(C(=O)OCC(=O)c2c(N)n(C)c(=O)n(C)c2=O)c2ccccc2c1=O | 19.8 | -30.0
CC(C)c1ccc(C(C)NC(=O)C2CCCC2)cc1 (stereo unspecified) | -0.5 | 0.4
Cc1ccc(S(=O)(=O)NCC(=O)OCC(=O)c2ccc(S(=O)(=O)N3CCCCC3)cc2)cc1C | 9.1 | -13.4
CC(=O)Nc1ccc(NC(=O)CSc2nc(C)nc3sc(C)c(C)c23)cc1 | -11.0 | 16.0
Cc1ccc(-c2nnnn2-c2ccccc2C(=O)O)cc1 | 7.9 | -7.2
Cc1ccnc(NS(=O)(=O)c2cnc(Cl)c(Br)c2)c1 | -0.1 | 6.3
COc1cc(S(=O)(=O)N2CCN(C)CC2)c(OC)cc1Cl | -42.5 | 10.9
Cc1ccc(C)c(CC(=O)N2CCCC(c3cc(C(=O)Nc4ccc5c(c4)OCO5)no3)C2)c1 (stereo unspecified) | -11.2 | 10.2
COc1ccc(C(=O)C(C)OC(=O)c2nc3nccc(C)n3n2)cc1 (stereo unspecified) | 5.1 | 0.9
O=C(Cn1cc(C(F)(F)F)ccc1=O)Nc1ccc2c(c1)OCO2 | -4.7 | 5.6
C=CCSc1nc2c(N)ncnc2n1C1OC(CO)C(O)C1O (stereo unspecified) | 11.5 | 6.6
O=C(O)CC/C(=N/NC(=O)c1ccc(-c2ccccc2)cc1)c1ccccc1 | 3.0 | -0.1
Cc1[nH]nc2c1C(c1ccccc1)C1=C(CC(C)(C)CC1=O)N2 (stereo unspecified) | 14.9 | -3.2
CCOC(=O)C(=CNNc1c(C)csc1C(=O)OC)C(=O)OCC | -7.6 | 2.4
O=C1CCc2cc(S(=O)(=O)NC(Cc3ccccc3)C(=O)NC3CCCCC3)ccc2N1 (stereo unspecified) | 14.6 | -14.8
CCN(CC)CCN(Cc1cc2ccc(C)cc2[nH]c1=O)C(=O)NC1CCCCC1 | 1.6 | 18.0
